Casp1 inh – caspase-1 (human) inhibition, allosteric or competitive; Caspase-1 enzyme, Ac-WEHD-AFC fluorogenic rate; Potency, µM (series often up to 57.5 µM), for the others: at the highest dose activity change, negative = inhibition, most hits filed as inhibitors; P29466; actives 0.03% (n = 75,000);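 further: potency means the concentration at half of the fitted maximal effect; plate controls were vehicle for no effect and no substrate for full effect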
HADH2 inh – HADH2 (human) dehydrogenase inhibition; Potency, µM (highest dose often 57.1 µM), for the others: top-dose activity change, negative = inhibition, hits mostly inhibitors; AID 886; actives 3.4% (n = 73,000); Q99714; recombinant HADH2, NADH fluorescence, beta-hydroxybutyryl-CoA; further: potency means the concentration at half of the fitted maximal effect; on the % scale 0 is the no-effect control and ±100 the full control effect; nearly all actives have a fitted effect of over 60% in size; many of its hits are not listed in these tables
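Buffer 100 mM Tris-HCl pH 9.0/0.01% Tween-20; HADH2 20 nM; NAD+ 1 mM; beta-hydroxybutyryl-CoA 90 uM (all final). 15 min cpd preincubation, RT.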
Fluorescein fluor – fluorescein region autofluorescence. Compound autofluorescence, 480/540 nm, fluorescein-equivalent; stronger effect = higher value. max fluorescein-equivalent concentration, M. actives 0.91% (n = 59,000). AID 593; in the data active means max fluorescein-equivalent concentration above about 10 nM; inconclusive means between about 1.1 nM and that limit
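In this qHTS profile, compound fluorescence was measured with a 480 nm/540 nm filter pair following a 15-min room-temperature incubation in 100 mM Tris (pH 8.0). A six-point fluorescein series on each plate served for normalization.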
Rhodamine autofl – compound fluoresces in the rhodamine spectral region; AID 594; Rhodamine-region fluorescence, 547/598 nm, Tris buffer; stronger effect = higher value; max dye-equivalent concentration, M; actives 0.05% (n = 59,000); in the data active means max dye-equivalent concentration above about 11 nM; inconclusive means between about 1.1 nM and that limit
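Read-out is relative fluorescence at 547 nm excitation and 598 nm emission, expressed as dye-equivalent concentration using rhodamine standards on every plate. Each compound was profiled across a concentration series after 15 min in 100 mM Tris, pH 8.0.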
HEK293 cAMP ctrl – counter-screen for TSHR agonists: cAMP increase in parental HEK293; parental HEK293 CNG cAMP sensor, membrane potential fluorescence; Potency, µM (doses to about 57.1 µM), without a hit: top-dose activation, most hits filed as activators; actives 2.5% (n = 73,000); further: potency means the concentration at half of the fitted maximal effect; % of control where 0% means no effect; nearly all actives have a fitted effect of over 55% in size
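Parental HEK 293 cells stably expressing a cAMP-gated CNG channel were loaded with membrane potential dye containing 100 uM RO 20-1724 for 60 min. Compound added for 30 min; depolarization read as fluorescence intensity at 590 nm.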
Texas Red fluor – Texas Red region autofluorescence; max dye-equivalent concentration, M; Compound fluorescence, Texas Red channel, 547/618 nm; stronger effect = higher value; AID 587; actives 0.06% (n = 59,000); in the data active means max dye-equivalent concentration above about 10 nM; inconclusive means between about 1.1 nM and that limit
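qHTS profiling of intrinsic compound fluorescence; 100 mM Tris pH 8.0; 15 min RT; ex 547 / em 618 nm; response expressed as Texas Red dye-equivalent concentration from six-point plate standard.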
Tau filament bind – binders of human tau filaments | actives 2% (n = 71,000) | recombinant tau filaments, thioflavin S fluorescence, 15 h; filaments grown with octadecylsulfate alongside compound | Potency, µM (series often up to 57.1 µM), without a hit: top-dose activity change, negative = inhibition | AID 596;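 further: potency means the concentration at half of the fitted maximal effect; on the % scale 0 is the no-effect control and ±100 the full control effect; actives lower thioflavin S fluorescence by blocking filaments or displacing dye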
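Recombinant tau protein (human, 1 uM final) plus 30 uM ODS in HEPES pH 7.4 with NaCl, DTT and thioflavine S. Compound present from the start; fluorescence at 510 nm after 15 h, 37 C.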
USP2a inh – USP2a (human) protease inhibition; Potency, µM (highest dose often 38.3 µM), for the others: top-dose activity change, negative = inhibition, most hits filed as inhibitors; USP2a enzymatic assay, qHTS inhibition; O75604; actives 0.1% (n = 60,000);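 further: potency means the concentration at half of the fitted maximal effect; nearly all actives have a fitted effect of over 60% in size; plate controls were DMSO for no effect and NEM full inhibition control for full effect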
Target sequence (O75604 whole entry, looked up): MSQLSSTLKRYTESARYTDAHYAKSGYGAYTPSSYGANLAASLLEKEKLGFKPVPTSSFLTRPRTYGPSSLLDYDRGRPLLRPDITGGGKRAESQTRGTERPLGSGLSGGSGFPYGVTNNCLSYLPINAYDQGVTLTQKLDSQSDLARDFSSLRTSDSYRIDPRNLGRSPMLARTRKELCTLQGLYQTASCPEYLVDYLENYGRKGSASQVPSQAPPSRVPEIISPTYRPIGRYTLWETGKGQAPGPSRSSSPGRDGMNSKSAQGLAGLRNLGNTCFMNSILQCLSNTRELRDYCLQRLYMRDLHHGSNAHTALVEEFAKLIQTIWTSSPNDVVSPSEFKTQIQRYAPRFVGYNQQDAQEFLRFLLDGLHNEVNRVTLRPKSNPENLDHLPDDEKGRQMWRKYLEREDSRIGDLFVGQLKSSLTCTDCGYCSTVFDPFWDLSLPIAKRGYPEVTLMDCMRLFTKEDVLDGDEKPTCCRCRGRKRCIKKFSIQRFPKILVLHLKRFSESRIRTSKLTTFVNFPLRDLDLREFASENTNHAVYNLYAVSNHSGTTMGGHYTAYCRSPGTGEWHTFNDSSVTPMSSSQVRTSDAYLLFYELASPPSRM
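USP2 core (20 nM final) was preincubated with compound for 30 min at RT in 20 mM Tris-HCl pH 8.0, 2 mM CaCl2, 2 mM beta-mercaptoethanol; Ub-PLA2 (20 nM) plus NBD C6-HPC (20 uM) then added, fluorescence read after 2.5 h.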
Luciferase inh – blocks Photinus pyralis firefly luciferase activity; purified firefly luciferase, luminescence, 8 min; actives 2.2% (n = 72,000); AID 411; Potency, µM (titrated, usually from 57.1 µM), for the others: top-dose activity change, negative = inhibition, most hits filed as inhibitors; further: potency means the concentration at half of the fitted maximal effect; on the % scale 0 is the no-effect control and ±100 the full control effect; nearly all actives have a fitted effect of over 40% in size
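Firefly luciferase (PKLight detection mix) with 10 uM ATP in pH 7.2 imidazole buffer (KCl, MgCl2, Tween 20, BSA). Compounds tested across a concentration series (qHTS). Luminescence read after 8 min at ambient temperature.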
Casp7 inh – blocks human caspase-7 allosterically or competitively; actives 0.02% (n = 75,000); AID 889; recombinant caspase-7, Ac-DEVD-AFC fluorescence rate; Potency, µM (doses to about 57.5 µM), inactives show at the highest dose activity change, negative = inhibition, hits mostly inhibitors; active means well fitted inhibition curve with a large enough effect in the main read-out, with a control signal flat, not every such curve was filed as active; inconclusive means small, poorly fitted or top-dose-only effect, or a change in a side signal; further: potency means the concentration at half of the fitted maximal effect; % of control where 0% means no effect
Target sequence (P55210 24-198 limits assumed): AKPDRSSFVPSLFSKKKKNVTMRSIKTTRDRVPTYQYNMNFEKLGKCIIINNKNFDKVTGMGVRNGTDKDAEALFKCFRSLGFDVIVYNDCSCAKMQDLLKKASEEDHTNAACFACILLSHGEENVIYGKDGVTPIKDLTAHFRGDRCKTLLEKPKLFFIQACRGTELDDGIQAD
Target sequence (P55210 207-303 limits assumed): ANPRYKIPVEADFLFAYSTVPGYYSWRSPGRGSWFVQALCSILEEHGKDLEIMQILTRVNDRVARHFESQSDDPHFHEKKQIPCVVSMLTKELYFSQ
ERK AVP block – blocks ERK signaling stimulated by vasopressin; HEK293-V1b, vasopressin-stimulated pERK AlphaScreen; Potency, µM (highest dose often 57.5 µM), inactives show top-dose activity, negative = inhibition, most hits filed as inhibitors; actives 0.99% (n = 72,000); further: potency means the concentration at half of the fitted maximal effect; on the % scale 0 is the no-effect control and ±100 the full control effect; nearly all actives have a fitted effect of over 55% in size
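HEK293 cells stably expressing V1b receptor, seeded overnight in 1% FBS, were treated with compounds for 30 min at 37C, then stimulated 5 min with 25 nM vasopressin; phospho-ERK read by AlphaScreen SureFire after lysis.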
* hit, by the source's call; i = inactive; ? = inconclusive; · = no result given; [ ] = dose if it differs, or a comment. Unless noted, the call rests on the fitted dose curve; in most records, active means well fitted curve in the direction sought with a large enough effect; inconclusive means small, poorly fitted or top-dose-only effect, or another doubt; inactive means no such curve, though single readings can be large; an effect the other way counts as inactive or inconclusive.

SMILES	Casp1 inh	HADH2 inh	Fluorescein fluor	Rhodamine autofl	HEK293 cAMP ctrl	Texas Red fluor	Tau filament bind	USP2a inh	Luciferase inh	Casp7 inh	ERK AVP block
COc1ccc(C(=O)CSc2nnc(C3CCCCC3)n2N)c(OC)c1	0%	6%	i	i	7%	i	-16%	29%	-1%	-7%	-22%
Cc1cc(Cc2cc(Cc3cc(C)cc(C(C)(C)C)c3O)c(C)cc2C)c(O)c(C(C)(C)C)c1	4%[11.5 µM]	?	i	i	-2%[11.4 µM]	i	?	·	1%[11.4 µM]	-2%[11.5 µM]	4%[11.5 µM]
NCCc1ccn[nH]1	-2%[25.7 µM]	-4%[25.6 µM]	?	i	-2%[25.6 µM]	i	-6%[25.6 µM]	70%[activator][17.1 µM]	5%[25.5 µM]	0%[25.7 µM]	7%[25.7 µM]
COC(=O)CC1Oc2ccccc2N(Cc2ccc(C)cc2)C1=O (configuration not stated)	0%	6%	i	i	20%	i	-2%	19%	-2%	-2%	18%
COC(=O)CNC(=O)C1(CC(C)C)C=CCN1C(=O)c1ccccc1 (configuration not stated)	-1%	-2%	·	·	15%	·	-1%	·	·	-1%	6%
Cc1ccc(S(=O)(=O)N(c2cccc(C(F)(F)F)c2)C2C=CS(=O)(=O)C2)cc1 (configuration not stated)	-2%	2%[11.4 µM]	·	·	3%[11.4 µM]	·	-23%[11.4 µM]	9%[7.66 µM]	0%	1%	-8%
CCC(C)NS(=O)(=O)c1ccc(OCC(=O)NCc2ccco2)cc1 (configuration not stated)	-3%	-2%	i	i	1%	i	7%	6%	4%	0%	-15%
CCC(C)NC(=O)C1CC(c2ccc(OC)cc2)=NO1 (configuration not stated)	-2%	-2%	i	i	10%	i	-6%	5%	-2%	0%	7%
CCOc1ccc(C(C)C)cc1S(=O)(=O)n1nc(C)cc1C	0%	15%	i	i	?	i	34%	1%	1%	0%	-13%
CCc1ccc(-n2c(O)cnc2Nc2nc(C)cc(C)n2)cc1	-1%	0%	·	·	-2%	·	-2%	·	1%	-1%	3%
CCOC(=O)N1CCN(C(=O)Cc2ccsc2)CC1	3%	-5%	?	i	-3%	?	-2%	1%	2%	3%	7%
COc1cc(NC(=O)c2ccccc2)c(OC)cc1NC(=O)CN1CCOCC1	-1%	17%	i	i	-16%	i	-23%	3%	-2%	0%	6%
O=C(COc1ccc(S(=O)(=O)N2CCCC2)cc1Cl)NC1CC1	-2%	2%	?	i	1%	i	-6%	5%	4%	-3%	-8%
Cc1cc(=O)n2nc(N3CCC(C(=O)NC4CCCc5ccccc54)CC3)sc2n1 (configuration not stated)	-1%	0%	i	i	-3%	i	0%	34%[activator]	2%	-1%	-1%
Cc1cccc(NC(=O)c2ccccc2O)c1C	-1%	14%[11.4 µM]	·	·	?	·	-8%[11.4 µM]	3%[7.66 µM]	-27%	2%	-21%

Two compounds from above with just Texas Red fluor and Tau filament bind:
SMILES	Texas Red fluor	Tau filament bind
CCC(C)NS(=O)(=O)c1ccc(OCC(=O)NCc2ccco2)cc1 (configuration not stated)	i	7%
CCC(C)NC(=O)C1CC(c2ccc(OC)cc2)=NO1 (configuration not stated)	i	-6%

Remaining list, next part
SMILES	Casp1 inh	HADH2 inh	Fluorescein fluor	Rhodamine autofl	HEK293 cAMP ctrl	Texas Red fluor	Tau filament bind	USP2a inh	Luciferase inh	Casp7 inh	ERK AVP block
CCN(CC)C(=O)Cn1nc(-c2ccccc2O)nc1SCC(=O)Nc1ccc(OC)cc1	-3%	10%	i	i	24%	i	3%	·	-2%	-1%	-4%
NC(=O)CSc1nnc(-c2ccc(S(=O)(=O)N3CCCC3)cc2)n1CC1CCCO1 (configuration not stated)	0%	2%	?	i	0%	i	-9%	-8%	3%	-6%[0.00368 µM]	15%
COc1ccc(OC2C=CC(C#Cc3ccccc3)OC2CO)cc1 (configuration not stated)	2%[11.5 µM]	2%[11.4 µM]	·	·	13%[11.4 µM]	·	·	·	·	-1%[11.5 µM]	3%[11.5 µM]
CCc1c(C)nc(SCC(=O)c2ccc(C)c(C)c2)[nH]c1=O	-3%	-4%	?	i	25µM*	i	0%	-9%	1%	-2%	-3%
CS(=O)c1nc(-c2ccc(Br)cc2)cc(-c2ccccc2)c1C#N (configuration not stated)	-5%	104%[activator]	i	i	?	i	?	11%	-1%	0%	-11%
COc1ccc(-c2nc3c(n2O)CCCC3=O)cc1OC	-1%	-8%	i	i	2%	i	3%	0%	2%	-2%	10%
COC(=O)C1C2C=CC3(CN(Cc4cccs4)C(=O)C13)O2 (configuration not stated)	0%	?	i	i	1%	i	-5%	-5%	0%	-1%	-10%
CN1C(=O)CSc2ccc(NC(=O)Nc3ccccn3)cc21	-2%	0%	?	i	-6%	i	10µM*	31%[activator]	-21%	-5%	?
Nc1nc2nc(SCC(=O)N3CCCc4ccccc43)[nH]c2c(=O)[nH]1	-1%	-5%	i	i	-1%	?	10%	1%	0%	2%	-5%
CN(CCc1ccccn1)S(=O)(=O)c1ccc(F)cc1	1%	-1%	?	i	8%	?	-19%	-10%	-1%	1%	8%
O=C1CC(Nc2ccccc2)C(=O)N1c1ccc(N2CCOCC2)cc1 (configuration not stated)	-2%	1%	?	i	5%	i	-12%	-6%	1%	0%	-4%
CCCCN(C(=O)NC(=O)Nc1nc2ccc(OC)cc2s1)S(C)(=O)=O	1%	-22%	i	i	-6%	i	-5%	-2%	20µM*	0%	4%
Cc1ccc(CCNC(=O)C2CCN(S(=O)(=O)c3cccc4nsnc34)CC2)cc1	1%	5%	i	i	19%	i	0%	12%	3%	0%	4%
CCOc1ccc(N2C(=O)CC(/C=C3/N(C)c4ccccc4C3(C)C)C2=O)cc1 (configuration not stated)	0%	-16%	i	i	-5%	?	25µM*	32%[activator]	-1%	-5%	-9%
CCOc1ccccc1-n1c(SCC(=O)N(CC)CC)nnc1-c1ccccn1	1%	-3%	i	i	17%	?	-6%	·	2%	2%	2%
Cc1ccc(Oc2ccc(NC(=O)c3ccco3)cc2)cc1	-3%	-7%	·	·	27%	·	-14%	-12%	-18%	-4%	?
Cc1ccc(SCc2cc(=O)[nH]c(N3CCN(Cc4ccccc4)CC3)n2)cc1	-3%	23%	i	i	4%	i	-12%	-6%	1%	-1%	-9%
CCc1ccc(C2CC(c3ccccc3Cl)Nc3nc(N)nn32)cc1 (configuration not stated)	-1%	-5%	·	·	10%	·	20µM*	·	1%	-4%	-17%
Cc1scc(C(=O)Nn2cnnc2)c1-c1ccccc1	0%	3%	i	i	3%	i	6%	-1%	1%	-1%	-24%
O=C(CCn1c(=O)[nH]c2ccsc2c1=O)N1CCN(Cc2ccc3c(c2)OCO3)CC1	0%	-3%	i	i	1%	i	-1%	0%	1%	-1%	-7%
Cc1ccc(C(=O)C(C)OC(=O)C2=COCCO2)cc1C (configuration not stated)	3%	1%	i	i	11%	?	2%	10%	0%	0%	8%
O=C(CCCSc1nc2ccccc2s1)NCc1ccco1	1%	-1%	?	i	18%	i	-3%	4%	-2%	-1%	0%
COc1ccc(C(C(=O)NC(C)(C)C)N(Cc2ccco2)C(=O)CCC(=O)Nc2cc(C)on2)cc1 (configuration not stated)	-1%	-2%	i	i	3%	?	-8%	·	3%	2%	-13%
O=C(Nc1ccc2[nH]c3c(c2c1)CCCC3)c1ccco1	?	-16%	?	i	-12%	?	271%	1%	-22%	-23%	-22%

Arranged by formula weight (descending): some entries from above
SMILES	Casp1 inh	HADH2 inh	Fluorescein fluor	Rhodamine autofl	HEK293 cAMP ctrl	Texas Red fluor	Tau filament bind	USP2a inh	Luciferase inh	Casp7 inh	ERK AVP block
CCc1ccc(C2CC(c3ccccc3Cl)Nc3nc(N)nn32)cc1 (configuration not stated)	-1%	-5%	·	·	10%	·	20µM*	·	1%	-4%	-17%
COC(=O)CNC(=O)C1(CC(C)C)C=CCN1C(=O)c1ccccc1 (configuration not stated)	-1%	-2%	·	·	15%	·	-1%	·	·	-1%	6%
CN(CCc1ccccn1)S(=O)(=O)c1ccc(F)cc1	1%	-1%	?	i	8%	?	-19%	-10%	-1%	1%	8%
Cc1cccc(NC(=O)c2ccccc2O)c1C	-1%	14%[11.4 µM]	·	·	?	·	-8%[11.4 µM]	3%[7.66 µM]	-27%	2%	-21%

Bioassay records as filed in PubChem.

The list is partial (hit frequency here may not be typical).
